Source: PubChem BioAssay
TWEAK-Fn14 inh: inhibitors of TWEAK-Fn14 signaling, primary screen, luciferase reporter cells, uHTS | TWEAK-stimulated Fn14 reporter cells, luciferase luminescence, 8 h | inhibition, % at 10 µM | actives 2% (n = 360,000) | AID 1159606, 2016; in the data active = inhibition above about 50%
NR5A2 inv ag: LRH-1 (NR5A2) inverse agonists, primary screen, cell-based, luminescence, HEK293T, StAR-luciferase reporter. Nuclear receptor subfamily 5 group A member 2 (Homo sapiens), O00482. LRH-1 transfected, 24 h. inhibition, % at 3.6 µM. actives 0.13% (n = 360,000). AID 602396, 2012;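 active = inhibition above the mean inhibition of all tested compounds plus 3 SD, cut at about 73% in these data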;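 note: 0% = DMSO wells and 100% = reporter-only cells lacking LRH-1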
SRC1 inh: SRC1 coactivator transcriptional activity inhibitors, primary screen, cell-based, luminescence | Nuclear receptor coactivator 1 (Homo sapiens), Q15788 | HEK293 GAL4-SRC1 luciferase reporter | inhibition, % at 3.6 µM | actives 0.12% (n = 360,000) | AID 588354, 2011;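 active = inhibition above the campaign mean plus 3 SD, with each screening campaign given its own cutoff, cut at about 60% in these data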;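 note: 0% = DMSO treated cells and 100% = gossypol at 36 µM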
TRAIL sens C8: viability loss with TRAIL in NB7+C8 cells, primary screen, TRAIL sensitizer project, cell-based, ATPlite luminescence. actives 1% (n = 360,000). inhibition (viability loss, TRAIL sensitization), % at 10 µM;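 active = compounds causing at least 50% loss of cell viability in the single-dose screen, relative to plate controls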
TROY NFkB inh: inhibitors of TROY-driven NF-kB signaling, primary screen, Q293 LMP1-TROYcd cells, NF-kB luciferase, uHTS | Q293 LMP1-TROYcd NF-kB luciferase reporter, 4 h | inhibition, % at 10 µM | AID 1347056, 2019 | actives 0.98% (n = 360,000);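 active = compounds whose plate-normalised and pattern-corrected inhibition of the luciferase reporter signal at the single screening dose is 50% or more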
TLR9-MyD88 block: inhibitors of TLR9-MyD88 association in cells, primary screen, cell-based, CHO, BLA complementation, fluorescence. CCF4 FRET ratio. AID 504734, 2011. actives 0.21% (n = 340,000). Toll-like receptor 9 (Homo sapiens) + Myeloid differentiation primary response protein …. inhibition, % at 4.98 µM;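 active = inhibition above the mean over all tested compounds plus 3 SD, cut at about 21% in these data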;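 note: 0% = DMSO only wells and 100% = clavulanate BLA inhibitor control wells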
NOD2 RIPK2 PPI: NOD2-RIPK2 binding disruptors in cells, primary screen, fluorescence, CHO cells, BLA complementation; inhibition, % at 4.98 µM; CCF4 ratio; Receptor-interacting serine/threonine-protein kinase 2 (Homo sapiens), O43353; actives 0.38% (n = 360,000); in the data active = inhibition above about 21%;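 note: 0% = vehicle only and 100% = reference blocker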
SRC3 inh: SRC3 coactivator transcriptional activity inhibitors, primary screen, cell-based, luminescence; Nuclear receptor coactivator 3 (Homo sapiens), Q9Y6Q9; HEK293 GAL4-SRC3 luciferase reporter; inhibition, % at 3.6 µM; actives 0.17% (n = 360,000);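 active = inhibition above a per-campaign cutoff, the mean of all compounds plus 3 SD, cut at about 60% in these data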;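 note: 0% = DMSO-treated cells and 100% = gossypol-treated cells at 36 µM; higher means less SRC3-driven luciferase light from the GAL4 reporter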
Target sequence (Q9Y6Q9 whole entry, looked up, the tested form may be a part): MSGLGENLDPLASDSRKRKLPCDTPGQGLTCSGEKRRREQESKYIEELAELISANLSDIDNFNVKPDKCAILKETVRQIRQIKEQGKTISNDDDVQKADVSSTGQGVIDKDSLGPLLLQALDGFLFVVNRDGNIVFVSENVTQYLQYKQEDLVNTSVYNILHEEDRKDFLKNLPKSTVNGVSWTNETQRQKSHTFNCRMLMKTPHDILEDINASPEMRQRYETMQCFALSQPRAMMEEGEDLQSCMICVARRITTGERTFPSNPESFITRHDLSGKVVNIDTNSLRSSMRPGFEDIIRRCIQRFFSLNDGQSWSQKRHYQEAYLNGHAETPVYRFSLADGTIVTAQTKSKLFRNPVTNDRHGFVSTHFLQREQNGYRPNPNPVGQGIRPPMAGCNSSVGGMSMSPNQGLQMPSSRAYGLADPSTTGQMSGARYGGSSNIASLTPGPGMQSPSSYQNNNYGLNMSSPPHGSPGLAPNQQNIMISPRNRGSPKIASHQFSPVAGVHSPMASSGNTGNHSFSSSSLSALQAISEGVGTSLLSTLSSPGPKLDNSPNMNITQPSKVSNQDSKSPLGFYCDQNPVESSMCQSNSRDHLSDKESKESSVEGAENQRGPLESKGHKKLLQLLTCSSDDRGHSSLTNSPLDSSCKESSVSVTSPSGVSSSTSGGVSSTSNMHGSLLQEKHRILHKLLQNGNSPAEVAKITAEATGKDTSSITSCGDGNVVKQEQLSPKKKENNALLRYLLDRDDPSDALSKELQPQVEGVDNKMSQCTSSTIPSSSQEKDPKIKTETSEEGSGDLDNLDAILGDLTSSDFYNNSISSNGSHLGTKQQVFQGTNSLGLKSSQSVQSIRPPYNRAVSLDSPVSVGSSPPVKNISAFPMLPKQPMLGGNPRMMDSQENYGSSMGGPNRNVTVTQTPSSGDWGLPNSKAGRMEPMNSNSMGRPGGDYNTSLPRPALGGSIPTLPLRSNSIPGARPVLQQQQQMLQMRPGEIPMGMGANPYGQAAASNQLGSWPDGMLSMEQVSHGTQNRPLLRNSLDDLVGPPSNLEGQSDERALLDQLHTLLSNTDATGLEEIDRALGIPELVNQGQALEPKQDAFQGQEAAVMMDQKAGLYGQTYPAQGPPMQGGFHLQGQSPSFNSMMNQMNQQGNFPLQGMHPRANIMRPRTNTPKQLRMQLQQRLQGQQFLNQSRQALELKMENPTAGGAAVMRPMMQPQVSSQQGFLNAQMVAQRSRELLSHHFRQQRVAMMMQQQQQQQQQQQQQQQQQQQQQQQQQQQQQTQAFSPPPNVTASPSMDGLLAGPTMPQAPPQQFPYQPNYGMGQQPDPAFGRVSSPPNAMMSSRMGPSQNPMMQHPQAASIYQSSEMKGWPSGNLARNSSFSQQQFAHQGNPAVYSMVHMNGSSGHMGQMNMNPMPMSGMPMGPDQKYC
EBV LMP1 NFkB: EBV LMP1-driven NF-kappaB luciferase reporter inhibitors, primary screen, cell-based, luminescence, single point; actives 0.69% (n = 350,000); LMP1-induced NF-kappaB luciferase reporter cells; inhibition, % at 12.5 µM; in the data active = inhibition above about 41%;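 note: 0% = neutral control wells and 100% = reference inhibitor control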
SRC2 inh: inhibition of GAL4-SRC2 driven luciferase reporter, primary screen, SRC2 inhibitor project, cell-based, luminescence. HEK293 GAL4-SRC2 luciferase reporter. inhibition, % at 9 µM. actives 0.17% (n = 370,000). AID 651957, 2012;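 active = inhibition above the mean inhibition of all tested compounds plus 3 SD, set per campaign, cut at about 52% in these data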;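 note: 0% = DMSO treated cells and 100% = cells given Gossypol at 36 µM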
NR2F2 inh: NR2F2 transcriptional activity inhibitors, primary screen, cell-based, luciferase reporter, HEK293T, luminescence; HEK293T NGFI-A luciferase reporter; inhibition, % at 8.6 µM; COUP transcription factor 2 (Homo sapiens), P24468; actives 0.7% (n = 370,000); AID 686940, 2013;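 active = inhibition above a per-plate cutoff, mean inhibition of test wells between control levels plus 3 SD, cut at about 38% in these data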;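 note: cells cotransfected with COUP-TFII expression vector driving the NGFI-A reporter; 0% = median of COUP-TF2 test wells and 100% = reporter-only cells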
The depositor's hits bear a star; x = no result given.

SMILES	TWEAK-Fn14 inh	NR5A2 inv ag	SRC1 inh	TRAIL sens C8	TROY NFkB inh	TLR9-MyD88 block	NOD2 RIPK2 PPI	SRC3 inh	EBV LMP1 NFkB	SRC2 inh	NR2F2 inh
O=C(CN1C(=O)NC(c2ccccc2)(c2ccccc2)C1=O)NC1CCS(=O)(=O)C1 (centres undefined)	4	-5	4	0	3	-12	-4	-18	-9	1	17
COC(=O)c1ccc(/C=N/N2CCN(Cc3ccc(C)cc3C)CC2)cc1	-2	-1	-4	14	-8	5	-9	22	-6	6	13
CSc1nnc(-c2ccc(S(=O)(=O)N3CCCC3)cc2)n1C	21	-2	-14	-10	-6	10	-10	12	1	-3	7
COc1ccc(N=Nc2cc(C)c(O)c(CN3CCCCC3)c2)cc1	-17	5	-1	26	-23	-9	-13	24	2	-16	12
C/C=C1\NC(=O)[C@H](C)NC(=O)[C@@H](NC(=O)[C@H](Cc2ccc(O)cc2)NC(=O)[C@@H](NC(=O)/C(C)=C/C)C(C)C)[C@@H](C)OC(=O)[C@H](CCCc2ccc(O)cc2)NC(=O)[C@@H](CCC(=O)OC)NC1=O	-1	31	11	-14	-3	x	-2	-9	x	3	-6
c1ccc(Oc2cccc3cccnc23)nc1	-6	22	-24	-7	19	-10	-17	-3	10	-13	-2
CCc1cc(C(=O)N(C)CC(=O)Nc2c(Cl)cccc2Cl)sc1C	-13	-13	-1	12	2	-23	-9	-11	6	-1	2
Cc1ccc(C)c(NC(=O)CCC(=O)NNC(=O)C(c2ccccc2)c2ccccc2)c1	-3	8	4	-12	-15	-3	-11	16	1	11	-10
C#CCSc1nnc(-c2ccc(O)cc2)o1	2	-73	-61	2	-22	-1	-9	-48	-7	-15	-31
COc1cccc(C2c3c(oc4ccccc4c3=O)C(=O)N2CCCN2CCOCC2)c1OC (centres undefined)	0	-11	1	-8	-8	-3	-4	6	0	12	7
Oc1ccc(C2C(c3ccccc3)=NN=C(c3ccc(Cl)cc3)N2O)c(O)c1 (centres undefined)	24	-24	-19	4	-65	9	2	-7	-6	-17	-11
O=C(/C=C/c1ccc(Cl)cc1)N1CCOCC1	6	-49	-35	10	-15	2	-6	-36	-5	-90	-9
O=C(c1cc(-c2ccc(F)cc2)on1)N1CCCc2ccccc21	-22	-47	-23	2	-16	-2	5	-29	-20	-18	-10
CCn1c(SCC(=O)N2CCOCC2)nnc1-c1cccs1	-8	-8	-15	3	11	1	-10	16	-1	-9	11
CC(=O)NC(=S)Nc1cccc(S(=O)(=O)NC2=NCCC2)c1	2	17	11	9	1	-5	-12	12	6	6	13
COC(=O)COc1cccc(NS(=O)(=O)c2ccc(NC(C)=O)cc2)c1	14	-2	-1	8	3	5	1	3	2	18	2
CCN(CC)CCNC(=O)C(=O)NCC1OCCN1S(=O)(=O)c1ccc(Cl)cc1 (centres undefined)	-2	-6	-17	-1	8	4	-5	11	1	1	4
COc1ccc(C2C(C(=O)c3cccs3)=C(O)C(=O)N2c2nnc(C)s2)cc1OC (centres undefined)	4	-14	7	-8	-20	6	-14	8	-9	x	x
CCOc1ccccc1CN1CCNC(=O)C1CC(=O)N(C)Cc1cnccn1 (centres undefined)	7	5	-14	-17	-16	-3	-10	10	12	-8	9
CSc1n[nH]c(NCc2ccc(C)cc2)n1	-11	-64	-44	31	-52	1	7	-59	-5	-33	-42
COc1cccc(-c2nnc(SCc3cccnc3)o2)c1	-6	-66	-62	6	-68	8	-14	-71	-13	-33	-30
CCOc1ccccc1-n1c(=O)c2ccccc2c2ccccc2c1=O	30	-17	11	10	-6	1	-13	12	4	6	10
CCOC(=O)c1cc2c(c(-c3ccccc3)n1)[C@@H](CCO)N(S(=O)(=O)C(C)(C)C)C2	-7	-8	-13	-9	-4	-2	0	-6	-2	-21	2
CCC1CCCCN1C(=O)CN1C(=O)c2ccccc2S1(=O)=O (centres undefined)	5	11	1	-1	1	4	8	18	-3	-12	2
CCOc1ccc(S(=O)(=O)N2CCOCC2)cc1NC(=O)CCOc1ccc(C(C)(C)C)cc1	-1	-16	-9	3	-3	-1	-2	8	5	-18	-12
CCOC(=O)c1c(-c2ccccc2)oc2ccc(OCC)cc12	1	2	-21	1	-24	0	-1	11	-6	18	5
O=C(O)CCC1(c2ccccc2)NC(=O)NC1=O (centres undefined)	-18	9	-15	4	8	2	4	-12	1	-13	-28
COc1ccccc1N1CCN(C(=O)c2ccc3ncsc3c2)CC1	-7	-2	8	5	-5	-7	4	10	5	27	5
COC(=O)c1ccc2[nH]c(C(C)(C)O)c(C)c2c1	15	-66	-55	12	-9	-25	-3	-51	-4	-24	-12
CC(C)C12NC(=O)NC(=O)N1CCS2 (centres undefined)	-33	-2	-11	-9	-22	-1	-13	-8	-6	-27	16
Cc1cc(C)c(NC(=O)CN2CCOCCOCCOCCOCC2)c(C)c1	-5	4	-1	-14	4	-2	-3	-4	3	19	-7
Cc1cc(N2CCN(C(=O)OC(C)(C)C)CC2)n2ncnc2n1	5	5	-1	-13	-2	12	-2	-1	-2	10	1
Oc1ccc(CN2CCN(Cc3ccccc3)CC2)c2cccnc12	3	-5	0	-4	-7	-3	2	-2	-4	7	4
CCOC(=O)C1CCN(C(=O)COc2cc(C)c(Br)cc2C)CC1	91*	2	-1	1	x	-12	-4	3	8	7	5
COc1c(C=NNC(N)=O)c(OC)c(OC)c2c1CCO2	-20	-4	-5	-9	-2	-5	-7	-32	0	-19	-21
O=C(OCc1ccc(Br)cc1)c1ccncc1	7	-8	-5	-4	-4	-6	-4	8	2	13	1
COc1ccc(NS(=O)(=O)c2cccc(NC(=O)CNC(C)=O)c2)cc1	9	10	-16	2	-10	2	-5	-4	7	-8	-1
O=C(N/N=C/c1ccc(O)cc1O)NC12CC3CC(CC(C3)C1)C2	-17	-42	14	10	-24	2	0	-5	-3	9	-22
Cc1cnc(C(=O)OCC(=O)NC2CCCC(C)C2C)cn1 (centres undefined)	32	-7	-32	4	x	4	-13	-6	-5	-6	6
COc1ccc2nc(NC3=NCCC3)sc2c1	-15	-68	-72	11	-67	8	-6	-63	-19	-67	-35
CN(C)NC(=S)Nc1cccc(Cl)c1	2	4	5	-10	9	-2	-20	20	-3	-4	5
O=C(CCl)NC(Cc1c[nH]c2ccc(OCc3ccccc3)cc12)C(=O)O (centres undefined)	1	7	8	7	-15	2	-7	-3	-3	-16	5
CCc1noc(C)c1C(=O)OC(C)C(=O)Nc1ccc2c(c1)OCO2 (centres undefined)	-3	-6	-5	5	-15	5	-10	11	0	25	-6
Cc1cccc(N(C(=O)CNC(=O)c2ccco2)C(C(=O)NCC2CCCO2)c2ccccc2)c1 (centres undefined)	67*	13	-10	-6	2	9	-1	19	3	-1	-5
CCOC(=O)c1c(NC(=S)Nc2ccc(OCC)cc2)sc2c1CCN(C)C2	-25	-20	-66	-2	-5	-7	-5	2	-3	-19	-12
CC(C)Oc1ccccc1OCCCCn1cnc2ccccc2c1=O	2	-12	-28	-3	16	-8	-8	19	-7	-30	18
CN(Cc1ccc2nsnc2c1)Cc1nc(Cc2cccc(F)c2)no1	-8	15	-9	-6	18	0	0	20	-12	18	-6
CC1=NN(c2ccccc2)C(=O)C1C(=O)C(=O)Nc1ccc(F)cc1 (centres undefined)	-17	-90	-62	10	-69	4	-5	-46	-19	-25	-38
CC1(C)CC2CC(C)(CN2C(=O)c2ccc([N+](=O)[O-])cc2[N+](=O)[O-])C1 (centres undefined)	5	6	-12	-3	-13	1	-16	8	2	-6	8
CCN(C(=O)COC(=O)c1ccccc1Cc1ccccc1)C1CCS(=O)(=O)C1 (centres undefined)	3	3	-30	0	-21	5	-13	10	-4	4	-8
COc1cc(C(=O)Oc2cccc(/C=N/NC(=O)c3cccnc3)c2)cc(OC)c1OC	16	8	-20	29	13	6	-5	6	-5	-16	19
CCOC(=O)C1CCCN(C(=O)Cn2ncc3c([nH]c4ccccc43)c2=O)C1 (centres undefined)	29	6	-16	9	1	-15	-3	3	-10	22	-7
O=C(CN(c1ccc2c(c1)OCCO2)S(=O)(=O)c1ccccc1)N1CCN(Cc2ccccc2)CC1	15	3	-12	14	0	3	-5	12	-4	3	0
Cc1cc(C(=O)Nc2nnc(C(F)(F)F)s2)cs1	2	-34	-42	1	-15	5	-5	-41	-9	7	6
O=C1c2ccccc2C(=O)N1CC(=O)N1c2ccccc2Sc2ccc(C(F)(F)F)cc21	2	8	-8	-3	-10	-7	-1	5	-10	22	15
CC(=O)c1ccc(NC(=O)c2ccc([N+](=O)[O-])o2)cc1	4	24	-26	19	-10	8	15	-68	-36	-47	-52
CCOC(=O)c1nnn(CC(=O)NC(=O)Nc2ccc(F)cc2)c1C(=O)OCC	3	14	-17	-23	-1	6	-9	23	-3	12	3
Cc1sc2nc(CSCC(=O)NC3(C#N)CCCCC3)[nH]c(=O)c2c1C	-13	-8	-2	9	-3	-7	-9	5	2	7	4
Oc1c(Br)cc(Br)cc1C=Nc1cccc2ncccc12	20	21	-2	-14	-4	3	6	16	-1	-5	7
CC(C)CCNC(=S)Nc1ccccn1	14	-8	13	13	5	3	-6	12	-1	2	5

Quoted from the results shown for reference:
SMILES	TWEAK-Fn14 inh	NR5A2 inv ag	SRC1 inh	TRAIL sens C8	TROY NFkB inh	TLR9-MyD88 block	NOD2 RIPK2 PPI	SRC3 inh	EBV LMP1 NFkB	SRC2 inh	NR2F2 inh
Oc1c(Br)cc(Br)cc1C=Nc1cccc2ncccc12	20	21	-2	-14	-4	3	6	16	-1	-5	7
CC(C)CCNC(=S)Nc1ccccn1	14	-8	13	13	5	3	-6	12	-1	2	5

(list continues)
SMILES	TWEAK-Fn14 inh	NR5A2 inv ag	SRC1 inh	TRAIL sens C8	TROY NFkB inh	TLR9-MyD88 block	NOD2 RIPK2 PPI	SRC3 inh	EBV LMP1 NFkB	SRC2 inh	NR2F2 inh
COc1cc(C(=O)O)c([N+](=O)[O-])c(OC)c1OC	8	-3	0	5	-6	-12	-1	9	5	7	5
COCCCn1c(=O)c2sccc2n2c(CCCC(=O)N3CCN(c4ccccn4)CC3)nnc12	34	-14	8	5	-39	5	-2	-1	4	-2	-5
Cc1ccc(S(=O)(=O)NCCc2nnc3ccc(SCC(=O)Nc4nc(C)cs4)nn23)cc1	-7	15	10	2	13	3	-4	-16	6	9	2
CCOC(=O)c1cc(NC(=O)OC)c(C)nc1C	-10	12	-3	12	-10	9	1	1	-2	0	10
Brc1ccc(NC(c2ccccc2)c2ccncc2)cc1 (centres undefined)	10	-3	-3	6	-16	6	-4	-10	-9	-33	-9
CC(=O)N/C(=C\c1ccccc1)C(=O)OCC(=O)N1CCCCCC1	15	16	-7	6	-17	-20	-10	24	-2	-2	17

Only part of the results is shown, so the mix of outcomes need not match the whole.
